D1 potentiator: human D1 dopamine receptor positive modulation | AID 504651 | P21728 | 360,000 tested, 0.036% active | HEK293 TREx D1 cells, calcium flux, dopamine EC20 potentiation | potentiation, % at 10 µM; in the data active = potentiation above about 30%; note: 0% is about no effect
Target sequence (P21728 whole entry, looked up): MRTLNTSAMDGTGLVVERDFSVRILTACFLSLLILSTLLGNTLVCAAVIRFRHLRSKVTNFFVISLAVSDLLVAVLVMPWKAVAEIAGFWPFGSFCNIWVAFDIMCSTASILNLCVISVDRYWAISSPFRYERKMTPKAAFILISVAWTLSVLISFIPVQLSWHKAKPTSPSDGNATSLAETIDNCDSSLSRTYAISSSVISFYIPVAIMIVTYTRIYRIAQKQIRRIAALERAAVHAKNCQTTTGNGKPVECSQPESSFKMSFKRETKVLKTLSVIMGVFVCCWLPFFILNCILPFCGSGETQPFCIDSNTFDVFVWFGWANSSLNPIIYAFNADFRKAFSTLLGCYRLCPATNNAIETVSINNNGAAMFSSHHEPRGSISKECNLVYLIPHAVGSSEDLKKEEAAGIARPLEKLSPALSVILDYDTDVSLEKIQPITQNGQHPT
D1 antagonist: human D1 dopamine receptor antagonism; 360,000 tested, 3.2% active; HEK293 TREx D1 cells, calcium flux, dopamine EC80; active compounds read low; AID 504652; activity change, negative = inhibition, % at 10 µM; P21728; in the data active = activity change below about -30%; note: % is set by controls: 0 for no effect and ±100 for the full control effect
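Cells carrying a force-coupled, tetracycline-inducible human D1 receptor report calcium flux. Each well gets a 10 s baseline, compound with 180 s monitoring, then an EC80 dopamine stimulus with a second 180 s kinetic read.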
TRHR enhancer: TRH receptor (human) allosteric enhancement; P34981; TRHR cells, fluo-8 calcium fluorescence, EC20 TRH enhancement; enhancement, % at 2 µM; 360,000 tested, 0.66% active; AID 493056; in the data active = enhancement above about 30%; note: 0% is about no effect
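TRHR-expressing cells loaded with fluo-8 calcium dye were read kinetically (ex 480/em 530) during compound addition, then stimulated with an EC20 of TRH (10 nM final). Enhancement of the Gq-mediated intracellular calcium response was scored.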
RXFP1 agonist: RXFP1 (human) receptor agonism | HEK293T-RXFP1 cAMP TR-FRET, 30 min; response scale: percent of porcine relaxin response, buffer zero | Q9HBX9 | Potency, µM (highest dose often 57.5 µM), for inactives: top-dose activation, most hits filed as activators | 370,000 tested, 0.3% active; note: potency is the fitted concentration of half-maximal effect; % is set by controls: 0 for no effect and ±100 for the full control effect; nearly all actives have a fitted effect of over 60% in size; many of its hits are not listed in these tables
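HEK293T cells stably expressing RXFP1 were pretreated with the PDE4 inhibitor Ro 20174, exposed to compounds for 30 min at 37C, lysed, and cAMP was read by TR-FRET. Data normalized to buffer (basal) and 29 nM porcine relaxin (100%).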
TRHR ag: agonists of human TRH receptor; AID 493084; 360,000 tested, 0.18% active; P34981; activation, % at 2 µM; TRHR cells, calcium flux fluo-8, FDSS agonist mode; in the data active = activation above about 30%; note: 0% is about no effect
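TRHR-expressing cells loaded with fluo-8 calcium dye; 23 nL library compound pin-transferred, kinetic FDSS fluorescence (Ex 480/Em 530) recorded about 180 s for agonist-induced calcium release, before a 10 nM TRH EC20 addition for potentiator mode.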
RXFP1 antag: RXFP1 (human) relaxin receptor antagonism; Q9HBX9; HEK293-RXFP1, relaxin-stimulated cAMP HTRF, 30 min; active compounds read low; 350,000 tested, 0.59% active; activity change, negative = inhibition, % at 57.5 µM;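 active = activity change of -60% or lower, but not beyond a set lower limit; inconclusive = change between -60% and -40%, or beyond the set limit; inactive = change above -40%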; note: % is set by controls: 0 for no effect and ±100 for the full control effect
D2 PAM: positive allosteric modulators of human D2 dopamine receptor; 340,000 tested, 0.34% active; potentiation, % at 10 µM; P14416; AID 485347; HEK293 T-REx D2, calcium flux, EC20 dopamine potentiation;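 active = potentiation over 3 SD above the plate norm, cut at about 30% in these data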; note: 0% is about no effect
Target sequence (P14416 whole entry, looked up): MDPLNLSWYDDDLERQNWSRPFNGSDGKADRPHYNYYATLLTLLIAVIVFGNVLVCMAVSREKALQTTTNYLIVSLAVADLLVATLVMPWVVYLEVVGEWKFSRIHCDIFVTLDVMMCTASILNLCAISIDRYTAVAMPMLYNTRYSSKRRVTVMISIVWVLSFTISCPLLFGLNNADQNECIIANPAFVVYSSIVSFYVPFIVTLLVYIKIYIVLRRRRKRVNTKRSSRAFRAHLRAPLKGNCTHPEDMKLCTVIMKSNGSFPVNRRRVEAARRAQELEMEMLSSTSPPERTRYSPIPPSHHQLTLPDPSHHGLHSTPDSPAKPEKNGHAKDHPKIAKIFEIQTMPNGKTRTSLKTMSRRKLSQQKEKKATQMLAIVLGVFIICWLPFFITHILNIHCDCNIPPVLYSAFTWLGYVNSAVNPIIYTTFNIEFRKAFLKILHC
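Primary screen. Calcium kinetics in induced HEK293 T-REx D2 cells: compound pre-addition 180 s, EC20 dopamine, 180 s more.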
Apoferritin bind: candidate novel general anesthetic via apoferritin binding | P02791 | apoferritin/1-aminoanthracene competitive binding, fluorescence | Potency, µM (top dose mostly 77.5 µM), without a hit: top-dose activity change, negative = displacement, actives largely listed as inhibitors | 350,000 tested, 0.074% active | AID 485281; note: potency is the fitted concentration of half-maximal effect; % is set by controls: 0 for no effect and ±100 for the full control effect; nearly all actives have a fitted effect of over 20% in size
Target sequence (P02791 2-175 limits assumed): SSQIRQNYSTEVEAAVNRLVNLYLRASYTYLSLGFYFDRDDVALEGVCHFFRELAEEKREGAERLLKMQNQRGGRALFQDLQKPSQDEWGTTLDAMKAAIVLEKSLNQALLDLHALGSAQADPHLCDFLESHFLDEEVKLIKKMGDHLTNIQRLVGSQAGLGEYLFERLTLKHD
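In PBS, apoferritin at 10 uM is loaded with 1-AMA from a 50% saturated solution. After 10 min of compound exposure at ambient temperature, reduced 535 nm fluorescence indicates probe displacement.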
D1 agonist: activates the human D1 dopamine receptor; HEK293 T-REx D1 cells, calcium flux, agonist mode; activation, % at 2 µM; 360,000 tested, 1% active; P21728; in the data active = activation above about 30%; note: 0% is about no effect
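Agonism was scored from calcium flux recorded over 180 s (1 read/s) after pintool compound addition, following a 10-cycle baseline. Cells were inducible force-coupled HEK293 TREx D1, plated overnight at 30 C and loaded with no-wash calcium dye.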
Numbers without * were called inactive; & = joins results of further samples. Unless noted, calls come from the whole dose curve; as a rule, active = well fitted curve in the direction sought with a large enough effect; inconclusive = small, poorly fitted or top-dose-only effect, or another doubt; inactive = no such curve, though single readings can be large; an effect the other way counts as inactive or inconclusive.

How did Cc1ccccc1OCC(=O)Nc1ccccc1C(=O)OCc1cc(=O)n2c(C)csc2n1 do in these assays?
D1 potentiator: 0; D1 antagonist: -40*; TRHR enhancer: 2; RXFP1 agonist: 7.5%; TRHR ag: 0.4; RXFP1 antag: -10; D2 PAM: 6; Apoferritin bind: -11%; D1 agonist: 0

Results for Cc1ccc(CNC(=O)Cn2c(=O)n(-c3ccc(Cl)cc3)c(=O)c3c(C)c(C)sc32)cc1 ?
D1 potentiator: 3; D1 antagonist: 0; TRHR enhancer: -4; RXFP1 agonist: -1.4%; TRHR ag: 0.4; RXFP1 antag: -8; D2 PAM: 10; Apoferritin bind: 5%; D1 agonist: 1

How did COc1ccc(C2C(C(C)=O)=C(O)C(=O)N2c2cccnc2)c(OC)c1 (stereo unspecified) do in these assays?
D1 potentiator: -4; D1 antagonist: -14; TRHR enhancer: -4; RXFP1 agonist: 14%; TRHR ag: 0.7; RXFP1 antag: -6; D2 PAM: -11; Apoferritin bind: -7%; D1 agonist: 2

How did COc1cc(C2C(C#N)=C(N)OC3=C2C(=O)CCC3)cc2c1OCO2 (stereo unspecified) do in these assays?
D1 potentiator: 5; D1 antagonist: 5; TRHR enhancer: -2; RXFP1 agonist: 3.3%; TRHR ag: 0.0; RXFP1 antag: 4; D2 PAM: -6; Apoferritin bind: 7%; D1 agonist: 3

Results for Cc1cccc(CN2C[C@]34C=C[C@@H](C[C@@H]3S2(=O)=O)O4)c1 ?
D1 potentiator: -3; D1 antagonist: -6; TRHR enhancer: -1; RXFP1 agonist: -0.1%; TRHR ag: -0.5; D2 PAM: 1; Apoferritin bind: 5%; D1 agonist: 1

How did COc1ccc(CN(CC(=O)NCc2ccc3c(c2)OCO3)C(=O)c2csnn2)cc1 do in these assays?
D1 potentiator: -3; D1 antagonist: -13; TRHR enhancer: -6; RXFP1 agonist: -0.2%; TRHR ag: -0.1; RXFP1 antag: 6; D2 PAM: -3; Apoferritin bind: -6%; D1 agonist: 1

How did O=C(Nc1ccc(Cl)cn1)c1cc2c(s1)-c1ccccc1OC2 do in these assays?
D1 potentiator: -2; D1 antagonist: -5; TRHR enhancer: 4; RXFP1 agonist: 14%; TRHR ag: 0.0; RXFP1 antag: 6; D2 PAM: -27; Apoferritin bind: 0%; D1 agonist: 3

Results for COC(=O)CSc1nccc(C)n1 ?
D1 potentiator: 5; D1 antagonist: 1; TRHR enhancer: -3; RXFP1 agonist: 0.9%; TRHR ag: -0.3; RXFP1 antag: 3; D2 PAM: 0; Apoferritin bind: -4%; D1 agonist: 2

Results for C/C(=N\NC(=O)COc1ccc(C(C)(C)C)cc1)c1ccc(OC(F)F)cc1 ?
D1 potentiator: -2; D1 antagonist: 7; TRHR enhancer: 1; RXFP1 agonist: 1.2%; TRHR ag: -0.9; RXFP1 antag: -14; D2 PAM: 17; Apoferritin bind: inconclusive; D1 agonist: 5

What do the screens show for `NC(=O)CC[C@H](NC(=O)c1ccc(F)cc1)C(=O)OCC(=O)NCc1ccc(F)cc1`?
D1 potentiator: 2; D1 antagonist: 8; TRHR enhancer: -2; RXFP1 agonist: 0.0%; TRHR ag: 0.1; RXFP1 antag: -18; D2 PAM: 1; Apoferritin bind: -2%; D1 agonist: 3

What do the screens show for `COc1cc2c(cc1OC)C(c1ccc(Br)cc1)CC(=O)N2` (stereo unspecified)?
D1 potentiator: 3; D1 antagonist: 7; TRHR enhancer: -1; RXFP1 agonist: 1.1%; TRHR ag: 1.4; RXFP1 antag: -4; D2 PAM: 5; Apoferritin bind: -9%; D1 agonist: 0

What do the screens show for `CCOc1ccccc1NC(=O)c1ccc(NC(=O)C2CCCO2)cc1` (stereo unspecified)?
D1 antagonist: -14; TRHR enhancer: 12; RXFP1 agonist: -1.3%; TRHR ag: 1.2; RXFP1 antag: -4; D2 PAM: -1; Apoferritin bind: 0%; D1 agonist: 8

What do the screens show for `CCn1c(=O)cc(SCC(=O)Nc2cccc(C)n2)c2ccccc21`?
D1 potentiator: 5; D1 antagonist: 1; TRHR enhancer: -5; RXFP1 agonist: 17%; TRHR ag: -0.5; RXFP1 antag: -5; D2 PAM: 0; Apoferritin bind: -9%; D1 agonist: 0

How did Nc1cccc(Nc2ncnc3ccccc23)c1 do in these assays?
D1 potentiator: 9; D1 antagonist: -1; TRHR enhancer: 0; RXFP1 agonist: 3.1%; TRHR ag: -0.3; RXFP1 antag: -7; D2 PAM: 8; Apoferritin bind: -8%; D1 agonist: 2

What do the screens show for `Oc1c(CN2CCCCC2)cc(COCc2ccccc2)c2cccnc12`?
D1 potentiator: 2&2; D1 antagonist: 0&2; TRHR enhancer: -2&8; RXFP1 agonist: 0.3%&1.1%; TRHR ag: -0.3&-0.6; RXFP1 antag: -12; D2 PAM: 8; Apoferritin bind: inconclusive; D1 agonist: 2&6

What do the screens show for `COc1cc2cnc(-c3ccccc3)c(-c3cccc(C(F)(F)F)c3)c2cc1OC`?
D1 potentiator: -5; TRHR enhancer: 0; RXFP1 agonist: 2.7%; TRHR ag: -0.6; D2 PAM: 1; D1 agonist: -1

What do the screens show for `O=c1[nH]c(Cc2ccc(Cl)cc2)nc2ccccc12`?
D1 potentiator: -4; D1 antagonist: 10; TRHR enhancer: 7; RXFP1 agonist: 5.2%; TRHR ag: 0.4; RXFP1 antag: 1; D2 PAM: 5; Apoferritin bind: -17%; D1 agonist: 1

How did CCC(=O)N1CCc2cc(S(=O)(=O)CCC(=O)N3CCCC(C)C3)ccc21 (stereo unspecified) do in these assays?
D1 potentiator: -1; D1 antagonist: -20; TRHR enhancer: -3; RXFP1 agonist: 2.0%; TRHR ag: 0.3; RXFP1 antag: 9; D2 PAM: -7; Apoferritin bind: -8%; D1 agonist: 7

How did O=C(CCCN1C(=O)CCC1=O)Nc1cccc(C(F)(F)F)c1 do in these assays?
D1 potentiator: -1; D1 antagonist: -9; TRHR enhancer: 16; RXFP1 agonist: 3.3%; TRHR ag: 0.4; RXFP1 antag: -3; D2 PAM: -2; Apoferritin bind: -3%; D1 agonist: -1

What do the screens show for `COc1c(N2CCN(C(=S)NC3CC4CCC3C4)C(C)C2)c(F)cc2c(=O)c(C(=O)O)cn(C3CC3)c12` (stereo unspecified)?
D1 potentiator: -12; D1 antagonist: 6; TRHR enhancer: 0; RXFP1 agonist: 3.3%; TRHR ag: -0.2; RXFP1 antag: 9; D2 PAM: 2; Apoferritin bind: -12%; D1 agonist: 1

4 entries from above, ordered by length of the SMILES, falling:
What do the screens show for `NC(=O)CC[C@H](NC(=O)c1ccc(F)cc1)C(=O)OCC(=O)NCc1ccc(F)cc1`?
D1 potentiator: 2; D1 antagonist: 8; TRHR enhancer: -2; RXFP1 agonist: 0.0%; TRHR ag: 0.1; RXFP1 antag: -18; D2 PAM: 1; Apoferritin bind: -2%; D1 agonist: 3

Results for C/C(=N\NC(=O)COc1ccc(C(C)(C)C)cc1)c1ccc(OC(F)F)cc1 ?
D1 potentiator: -2; D1 antagonist: 7; TRHR enhancer: 1; RXFP1 agonist: 1.2%; TRHR ag: -0.9; RXFP1 antag: -14; D2 PAM: 17; Apoferritin bind: inconclusive; D1 agonist: 5

How did COc1cc(C2C(C#N)=C(N)OC3=C2C(=O)CCC3)cc2c1OCO2 (stereo unspecified) do in these assays?
D1 potentiator: 5; D1 antagonist: 5; TRHR enhancer: -2; RXFP1 agonist: 3.3%; TRHR ag: 0.0; RXFP1 antag: 4; D2 PAM: -6; Apoferritin bind: 7%; D1 agonist: 3

How did O=C(Nc1ccc(Cl)cn1)c1cc2c(s1)-c1ccccc1OC2 do in these assays?
D1 potentiator: -2; D1 antagonist: -5; TRHR enhancer: 4; RXFP1 agonist: 14%; TRHR ag: 0.0; RXFP1 antag: 6; D2 PAM: -27; Apoferritin bind: 0%; D1 agonist: 3

(further entries)
What do the screens show for `COc1ccc(N2CCN(S(=O)(=O)CCNC(=O)C3CCCCC3)CC2)cc1`?
D1 potentiator: -4; D1 antagonist: 5; TRHR enhancer: -6; RXFP1 agonist: -0.1%; TRHR ag: -0.4; RXFP1 antag: 7; D2 PAM: -7; Apoferritin bind: 4%; D1 agonist: 2

Results for COc1cc(-n2c(N)c(C(=O)NCc3ccco3)c3nc4ccccc4nc32)cc(OC)c1OC ?
D1 potentiator: -5; D1 antagonist: -4; TRHR enhancer: 0; RXFP1 agonist: 2.2%; TRHR ag: -0.4; RXFP1 antag: 11; D2 PAM: 3; Apoferritin bind: -4%; D1 agonist: 2

How did CCOc1ccc(C(c2c(O)cc(C)n(CCOC)c2=O)N2CCN(c3ccccc3F)CC2)cc1 (stereo unspecified) do in these assays?
D1 potentiator: -4; D1 antagonist: -29; TRHR enhancer: 2; RXFP1 agonist: 9.9%; TRHR ag: 0.3; RXFP1 antag: -3; D2 PAM: -4; Apoferritin bind: -7%; D1 agonist: 2

Results for CC(C)Cn1[nH]c2c3c(ccc2c1=O)C(=O)c1ccccc1C3=O ?
D1 potentiator: 5; D1 antagonist: -2; TRHR enhancer: 1; RXFP1 agonist: 0.1%; TRHR ag: 0.7; RXFP1 antag: -13; D2 PAM: -5; Apoferritin bind: -14%; D1 agonist: 2

What do the screens show for `Cc1ccc(CCNC(=O)C2CCCN(c3nnc(C)c4c(C)n(-c5ccccc5)nc34)C2)cc1` (stereo unspecified)?
D1 potentiator: 0; D1 antagonist: 3; TRHR enhancer: 2; RXFP1 agonist: 6.5%; TRHR ag: -0.9; RXFP1 antag: -19; D2 PAM: 4; Apoferritin bind: -12%; D1 agonist: 3

How did O=C(CSc1nc2ccc(Cl)cc2o1)NCc1ccc2c(c1)OCO2 do in these assays?
D1 potentiator: 10; D1 antagonist: -28; TRHR enhancer: 20; RXFP1 agonist: 1.8%; TRHR ag: -0.9; RXFP1 antag: -10; D2 PAM: 7; Apoferritin bind: -20%; D1 agonist: 6

How did Cc1cc(C)cc(NC(=O)c2cnn(-c3ccc(C)c(C)c3)c2C2CCNCC2)c1 do in these assays?
D1 potentiator: -4; D1 antagonist: 3; TRHR enhancer: 18; RXFP1 agonist: 0.2%; TRHR ag: -1.7; RXFP1 antag: -8; D2 PAM: 4; Apoferritin bind: -3%; D1 agonist: 12

What do the screens show for `COc1ccc(N2CCN(C(=O)C3CC(=O)N(c4ccc(C)cc4)C3)CC2)cc1` (stereo unspecified)?
D1 potentiator: -10; D1 antagonist: -4; TRHR enhancer: -3; RXFP1 agonist: 0.2%; TRHR ag: 0.7; RXFP1 antag: 10; D2 PAM: -2; Apoferritin bind: -7%; D1 agonist: 0

Only part of the results is shown; count on the stated rates, not on these rows.
